NTR1 ag: agonists of NTR1, primary screen, imaging, U2OS cells, beta-arrestin-GFP, high content (AID 493036) | activation, % at 20 µM | actives 0.17% (n = 330,000) | NTR1-U2OS beta-arrestin-GFP spot imaging, agonist mode | P30989;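 active = activation at or above 40% of the spot to cytoplasm intensity ratio, with at least 20 cells analyzed; inconclusive = wells under 20 cells, flagged as cytotoxic or low count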;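 also: 0% = DMSO without peptide and 100% = 100 nM NTR1 peptide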
Target sequence (P30989 whole entry, looked up): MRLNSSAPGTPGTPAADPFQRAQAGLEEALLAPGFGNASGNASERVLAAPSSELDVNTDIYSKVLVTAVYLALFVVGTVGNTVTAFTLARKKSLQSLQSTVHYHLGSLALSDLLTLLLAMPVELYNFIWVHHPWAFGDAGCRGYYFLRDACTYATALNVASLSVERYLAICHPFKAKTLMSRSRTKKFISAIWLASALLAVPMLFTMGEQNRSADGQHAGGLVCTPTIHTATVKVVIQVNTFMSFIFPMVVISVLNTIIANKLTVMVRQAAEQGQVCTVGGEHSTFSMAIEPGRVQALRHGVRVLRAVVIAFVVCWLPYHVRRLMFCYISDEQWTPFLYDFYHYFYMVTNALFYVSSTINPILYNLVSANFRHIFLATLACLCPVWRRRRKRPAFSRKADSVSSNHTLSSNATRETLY
GPR35 arrestin U2OS: GPR35 antagonists blocking zaprinast-driven arrestin recruitment, primary screen, imaging, U2OS, beta-arrestin-GFP, zaprinast agonist (AID 2058); U2OS GPR35 beta-arrestin-GFP translocation imaging, zaprinast antagonism; higher % means a stronger effect; one-dose inhibition, % at 10 µM; IC50 in µM for titrated hits; actives 0.052% (n = 290,000);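 active = inhibition of at least 50% with at least 30 cells and total cytoplasm GFP at most 10,000,000; inconclusive = under 30 cells or total GFP of 10,000,000 plus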
KOR beta-arrestin-1: KOR antagonists, beta-arrestin recruitment, cell-based, luminescence, uHTS (AID 1778). KOR beta-arrestin recruitment, luminescence, antagonist mode; higher % means a stronger effect. inhibition, % at 10 µM, or IC50 in µM where a hit was titrated. actives 0.091% (n = 290,000); in the data active = inhibition above about 50%; also: strong numbers were not always called active
West Nile antiviral: West Nile virus antiviral activity, cell-based, CPE readout (AID 1621); West Nile virus-infected cells, CPE inhibition; higher % means a stronger effect; CPE inhibition, % at 10 µM, or IC50 in µM where a hit was titrated; actives 0.02% (n = 290,000); in the data active = a potency from the dose series; inconclusive = CPE inhibition mostly from about 3.7% at the one dose, without a potency; inactive = the rest, 99 in 100 with CPE inhibition below about 2.2%; also: strong numbers were not always called active
T cell modulator: modulates CD8 T cell binding to vesicles; 2C CD8+ T cell-vesicle binding, flow cytometry; hits give low values; calls only at 7 µM; actives 0.068% (n = 330,000);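 active = response, share of CD8 T cells binding vesicles, and their 90th percentile fluorescence all below set limits, cut at about 80% in these data, passing the limit was not always enough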
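Incubation: binding step 1.5 h, 37 °C, antibody labelling 20 min, ice; system: murine 2C transgenic CD8+ T lymphocytes; technique: cytometric PE anti-B7-1 and Alexa647 anti-CD8 signals after 1% paraformaldehyde fixation; also added: QL9-charged Drosophila Ld/ICAM-1/B7-1 vesicles; control set: naked versus QL9-loaded vesicles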
GPR55 LPI antagonism: inhibition of LPI-stimulated GPR55 beta-arrestin translocation – imaging, U2OS, beta-arrestin-GFP, LPI agonist, primary screen (AID 2013). U2OS GPR55 beta-arrestin-GFP translocation imaging, LPI antagonism; higher % means a stronger effect. one-dose inhibition, % at 10 µM; IC50 in µM for titrated hits. actives 0.13% (n = 290,000);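 active = spots per cell inhibited over 60%, with over 100 cells counted and total cytoplasm intensity under 500,000; inconclusive = wells with under 100 cells, flagged as likely toxic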;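 also: U2OS cells stably carrying GPR55 and arrestin-GFP stimulated by 5 µM LPI near EC80; imaged beta-arrestin-GFP aggregate spots per cell after agonist stimulation; plate controls were LPI-stimulated DMSO wells for no effect and DMSO wells without LPI for full effect; some results filed as inactive read as strong as hits; confirmed hits need IC50 under 10 µM and bright autofluorescent wells are also inconclusive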
PhoP inhibition: inhibitors of PhoP regulon expression, primary screen, Salmonella Typhimurium, GFP reporter (AID 1863); S. Typhimurium PhoP-regulated promoter GFP reporter, 4 h; higher % means a stronger effect; one-dose inhibition, % at 50 µM; IC50 in µM for titrated hits; actives 0.16% (n = 300,000);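 active = inhibition over 29.93%, a cutoff 3 SD above the screen mean, later confirmed by dose response; inconclusive = inhibition over 29.93% but no dose response follow-up; inactive = inhibition at most 29.93% or unconfirmed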;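 also: 0% = low Mg2+ inducing control and 100% = high Mg2+ repressing control; strong numbers were not always called active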
KOR beta-arrestin-2: KOR agonists, beta-arrestin recruitment, primary screen, cell-based, luminescence, uHTS (AID 1777). activation, % at 10 µM, or EC50 in µM where a hit was titrated. actives 0.02% (n = 280,000). KOR beta-arrestin recruitment, luminescence; higher % means a stronger effect; in the data active = activation above about 50%, passing the limit was not always enough; also: a part of the inactive calls stands beside numbers as strong as those of hits
GPR55 activation: selective activators of receptor GPR55 – imaging, U2OS cells, beta-arrestin-GFP redistribution, primary screen (AID 1961). U2OS GPR55 beta-arrestin-GFP redistribution imaging; higher % means a stronger effect. activation, % at 10 µM; hits with a dose series show EC50 in µM. actives 0.048% (n = 290,000);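 active = activation above 40% with more than 50 cells counted in the well; inconclusive = wells holding fewer than 50 cells, flagged as toxic or sparse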;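 also: U2OS osteosarcoma cells stably expressing GPR55 and beta-arrestin-GFP; plate controls were DMSO negative control for no effect and LPI positive control for full effect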
T cell modulator vesicle-bound %: recorded beside T cell modulator, whose call it bears; double positive events, %; measured here: CD8+ vesicle-bound cell fraction;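 binding gate set so that unloaded-vesicle control wells show 10% double positive cells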
NTR1 ag cell count 20 µM: recorded beside NTR1 ag, whose call it bears; cell count; measured here: cell count, cytotoxicity flag
Numbers without * were called inactive; i = inactive; u = inconclusive; x = not tested or not shown; [ ] = remark or other dose.

compound,PhoP inhibition,NTR1 ag cell count 20 µM,West Nile antiviral,T cell modulator,KOR beta-arrestin-1,NTR1 ag,GPR55 activation,GPR55 LPI antagonism,T cell modulator vesicle-bound %,KOR beta-arrestin-2,GPR35 arrestin U2OS
COc1cccc(-n2cc(CNC(=O)C3CCC(=O)N(C4CC4)C3)cn2)c1 (centres undefined),-4%,59,-0.1%,i,30%,0.3,-0.1%,10%,36,0.3%,12%
O=C(/C=C/c1ccc(F)cc1)NCC1(c2ccccc2)CCOCC1,15%,93,-0.9%,i,-5%,0.1,0.0%,8%,47,0.4%,-8%
COc1ccc(NCC(O)COc2ccc(C(C)(C)C)cc2)cc1 (centres undefined),19%,58,-1.2%,i,19%,0.4,0.5%,6%,55,-3.3%,-14%
COc1ccc(N2CCCC2=N)c(OC)c1,-3%,53,0.2%,i,-4%,-0.3,-0.1%,-8%,20,4.1%,-12%
O=C(COc1ccccc1C(=O)c1cnn(-c2ccccc2)c1)Nc1ccccc1,12%,98,-0.1%,i,14%,3.7,-0.1%,12%,53,-2.7%,1%
COc1ccc(C(=O)c2ccccc2)c(OCC(=O)N(C)C)c1,-7%,68,-0.2%,i,12%,1.0,-0.2%,16%,61,-3.7%,7%
O=C(CNC(=O)c1cccnc1)N/N=C/c1cc(Br)c(O)c(Br)c1,11%,104,-0.7%,i,0%,1.2,0.0%,-11%,6,-6.5%,-19%
CC(=O)c1cc(C#N)c(NCc2ccccc2)nc1C,9%,89,-0.2%,i,13%,-0.9,-0.3%,7%,57,-4.7%,-22%

compound,PhoP inhibition,NTR1 ag cell count 20 µM,West Nile antiviral,T cell modulator,KOR beta-arrestin-1,NTR1 ag,GPR55 activation,GPR55 LPI antagonism,T cell modulator vesicle-bound %,KOR beta-arrestin-2,GPR35 arrestin U2OS
Cc1ccn(-c2ccc([N+](=O)[O-])cc2)n1,15%,69,0.2%,i,35%,1.1,0.0%,-6%,34,-0.8%,6%
CCOC(=O)c1c(C)n(C)c2ccc(O)c(S(=O)(=O)c3ccccc3)c12,12%,75,1.2%,i,-6%,2.3,2.2%,-1%,29,0.4%,-12%
Cc1cc(=O)oc2cc(OCC(=O)N3CCOCC3)ccc12,2%,59,0.2%,x,-6%,-0.6,-0.2%,11%,x,-5.5%,2%
O=C(OCc1nnc(-c2ccc(Br)cc2)o1)c1ccco1,-1%,60,0.5%,i,-31%,-0.2,0.2%,4%,36,3.2%,-15%
O=C(O)CNC(=O)/C(=C\c1ccc2c(c1)OCO2)NC(=O)c1ccc(Br)cc1,2%,34,1.2%,i,-5%,-0.9,-0.2%,0%,69,-2.8%,-3%
COc1ccc(C(=O)NC(=S)Nc2ccc3oc(=O)ccc3c2)cc1,19%,70,1.5%,i,-55%,15,-0.3%,6%,53,30%,22%
O=c1[nH]c2ccccc2nc1N1CCOCC1,-12%,82,0.1%,i,0%,1.7,-0.1%,22%,56,2.0%,18%
COc1ccc(-n2c(Cc3cc(=O)[nH]c(=O)[nH]3)nnc2SCC(=O)Nc2ccccc2)cc1,11%,66,x,i,21%,-1.3,0.4%,14%,7,-6.6%,-5%

compound,PhoP inhibition,NTR1 ag cell count 20 µM,West Nile antiviral,T cell modulator,KOR beta-arrestin-1,NTR1 ag,GPR55 activation,GPR55 LPI antagonism,T cell modulator vesicle-bound %,KOR beta-arrestin-2,GPR35 arrestin U2OS
CC(C)N(C(=O)CN1C(=O)C(=O)c2ccccc21)c1ccccc1,0%,63,0.6%,i,-30%[20 µM],-0.4,0.2%,0%,36,x,13%
COc1ccc(S(=O)(=O)N2CCCOC2CNC(=O)C(=O)NCc2ccco2)cc1C (centres undefined),-7%,97,-1.5%,i,-19%,-1.6,0.0%,-10%,40,-2.7%,-1%
CCCNCc1cc(OC)c(OCc2ccccc2)cc1Br,-8%,65,-1.1%,i,-11%,1.8,-0.2%,13%,23,-2.3%,-4%
CSc1nnc(-c2ccc(S(=O)(=O)N3CCCC3)cc2)n1C,-15%,39,-0.5%,i,11%,-0.4,-0.1%,2%,34,x,8%
CC1=CC(C)(C)N2C(=O)C3(C(C#N)=C(N)Oc4cc(O)ccc43)c3c(C)c(C)cc1c32 (centres undefined),10%,78,0.3%,i,-200%,28,-0.1%,10%,24,1.2%,-18%
CCOc1ccc(NC(=O)CN2CC(c3ccccc3)CC2=O)cc1 (centres undefined),1%,49,-0.6%,i,-1%,-0.5,-0.3%,-7%,58,-2.9%,2%
COc1ccccc1NC(=O)c1sc(Cl)nc1C,-6%,68,-0.5%,i,2%,3.0,0.4%,3%,55,3.4%,6%
O=C(NC1CCCCC1)N(CCO)Cc1cc2cc3c(cc2[nH]c1=O)OCCO3,11%,67,0.7%,i,9%,-0.7,-0.1%,10%,35,-4.4%,11%

compound,PhoP inhibition,NTR1 ag cell count 20 µM,West Nile antiviral,T cell modulator,KOR beta-arrestin-1,NTR1 ag,GPR55 activation,GPR55 LPI antagonism,T cell modulator vesicle-bound %,KOR beta-arrestin-2,GPR35 arrestin U2OS
Cc1cc(C(=O)N2CCN(c3ccc([N+](=O)[O-])cc3)CC2)no1,14%,57,-1.6%,i,x,-0.8,0.1%,3%,38,-3.1%,20%
Cc1ccc(C(=O)NNC(=O)CSc2nnc3c(n2)[nH]c2ccc(F)cc23)cc1,-2%,75,-0.6%,i,-18%,-1.4,0.2%,7%,54,3.1%,11%
CC(=O)N(/N=C/c1cccc(C)c1)c1nc(-c2ccc(Br)cc2)cs1,1%,64,-0.8%,i,-28%,-1.5,0.0%,-3%,14,3.7%,9%
Cc1ccccc1C1=N/C(=C/c2cccnc2)C(=O)O1,4%,77,0.4%,i,-9%,-0.1,-0.6%,7%,61,-3.9%,-2%
CN(C(=O)c1cccc(Cl)c1)C1CCCN(Cc2ccccc2F)C1 (centres undefined),0%,51,-0.9%,i,-26%[20 µM],0.5,0.1%,2%,56,-2.1%,3%
Cc1cc(C)nc(SCC(=O)NNC(=O)c2ccccc2C)n1,0%,68,-0.1%,i,0%,1.9,0.2%,-6%,21,-1.4%,-10%
O=c1c2ccccc2cnn1Cc1nnc(-c2cccs2)o1,7%,44,-0.7%,i,-14%,-0.7,0.6%,2%,36,-5.4%,4%
C/C(=N/NC(=O)c1cc(-c2ccc(Br)s2)[nH]n1)c1ccco1,-4%,27,1.5%,i,31%[20 µM],1.2,-0.1%,7%,59,-3.5%,-8%

compound,PhoP inhibition,NTR1 ag cell count 20 µM,West Nile antiviral,T cell modulator,KOR beta-arrestin-1,NTR1 ag,GPR55 activation,GPR55 LPI antagonism,T cell modulator vesicle-bound %,KOR beta-arrestin-2,GPR35 arrestin U2OS
O=C(O)CCC1=C2c3ccccc3CCN2C(=O)CC1,9%,54,0.0%,i,12%,1.9,-0.1%,9%,28,0.8%,-9%
Cn1ncc(Cl)c1C(=O)N1CCN(C(=O)c2ccco2)CC1,-4%,x,0.1%,x,-8%,x,0.2%,9%,x,-0.4%,-12%
CC(NC(=O)CN1C(=O)c2ccccc2C1=O)c1ccccc1 (centres undefined),-2%,39,0.1%,x,12%,0.2,0.0%,2%,x,-0.1%,-10%
C[C@]12CC[C@@H]3c4ccc(OC(=O)c5ccccc5)cc4CC[C@H]3[C@@H]1CC[C@@H]2O,-2%,68,0.7%,i,-14%,6.9,-0.2%,13%,10,-1.4%,-2%
Cc1cc(C)c(C)c(S(=O)(=O)NCc2ccc(C(=O)NCC3CCCO3)cc2)c1C (centres undefined),1%,54,-0.8%,i,26%,-0.9,-0.1%,25%,68,2.6%,-1%
O=S(=O)(Nc1ccc(-c2nnc(SCc3ccc(Cl)cc3)o2)cc1)c1ccccc1,26%,52,-0.5%,i,-1%,9.0,0.1%,11%,53,3.5%,-16%
CCn1c(=O)cc(SCC(=O)Nc2ccc3c(c2)OCCO3)c2ccccc21,4%,71,0.9%,i,14%,-0.8,-0.2%,-1%,35,-1.4%,2%
O=C(Nc1nc(-c2nc3ccccc3s2)cs1)C1CC1,-3%,60,0.0%,i,-15%,1.9,-0.1%,7%,42,3.9%,-8%

compound,PhoP inhibition,NTR1 ag cell count 20 µM,West Nile antiviral,T cell modulator,KOR beta-arrestin-1,NTR1 ag,GPR55 activation,GPR55 LPI antagonism,T cell modulator vesicle-bound %,KOR beta-arrestin-2,GPR35 arrestin U2OS
Clc1ccc2noc(-c3ccccc3)c2c1,-4%,48,-0.3%,i,-87%,1.4,-0.2%,-6%,9,1.2%,-21%
CCOC(=O)c1cc(CN2CCOCC2)oc1-c1ccccc1,-1%,85,-0.1%,i,-22%,3.6,-0.1%,-8%,55,7.5%,-4%
Cc1ccc(C2C3=C(CC(C)(C)CC3=O)Nc3onc(C)c32)cc1 (centres undefined),4%,37,-0.1%,i,-4%,2.0,-0.1%,5%,6,-1.4%,17%
CN1CCCC1=Nc1c2c(nc3ccccc13)N(C)CC2,-4%,81,-0.1%,i,18%,1.2,0.0%,-2%,62,1.2%,-2%
NC(=O)N/N=C/c1c(Sc2nnnn2-c2ccccc2)nc2ccccn2c1=O,-11%,61,u,i,37%,5.2,-0.2%,-2%,55,x,7%
Cc1cccc(C(=O)Nc2ccc(N3CCN(c4ccc(C(F)(F)F)cn4)CC3)nc2)c1,-7%,52,-0.4%,i,-4%,0.3,0.0%,11%,40,2.5%,-6%
NS(=O)(=O)c1ccc(NC(=S)NC(=O)C2CCCCC2)cc1,0%,47,-0.1%,i,13%[20 µM],-0.7,-0.1%,13%,55,x,-3%
CCOC(=O)C1(Cc2ccccc2C)CCCN(C(=O)c2ccc3nccnc3c2)C1 (centres undefined),-4%,45,-0.1%,i,7%,1.4,-0.1%,16%,61,7.9%,-13%
COc1ccc(Cl)cc1S(=O)(=O)N(C)CC(=O)NCc1ccccn1,-3%,48,1.2%,i,-10%,-3.5,0.3%,-1%,37,3.5%,17%
O=C(NCCc1ccc(Cl)cc1)C1CCC(=O)N1C1CCCC1 (centres undefined),2%,51,0.0%,i,6%,0.8,-0.2%,9%,44,3.1%,-6%
CCC(C(=O)NCc1ccccc1OC)c1ccccc1 (centres undefined),9%,45,-0.9%,i,1%,0.6,-0.3%,1%,24,4.3%,-10%

From PubChem BioAssay

Random draw from the library (roughly 0.62% active in at least one column).
